# Screens as filed in PubChem BioAssay.
# CendR NRP1 mod: modulators of CendR peptide binding to human neuropilin-1; inhibition, % at 25 µM; 0.85% of 360,000 active; O14786; FAM-RPARPAR peptide binding to NRP-1, fluorescence polarization;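 active means inhibition or corrected inhibition above about 18%, plus a signal ratio from 0.5 to 1.5, limit read from the data, passing the limit was not always enough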; further: strong numbers were not always called active
# Target sequence (O14786 whole entry, looked up): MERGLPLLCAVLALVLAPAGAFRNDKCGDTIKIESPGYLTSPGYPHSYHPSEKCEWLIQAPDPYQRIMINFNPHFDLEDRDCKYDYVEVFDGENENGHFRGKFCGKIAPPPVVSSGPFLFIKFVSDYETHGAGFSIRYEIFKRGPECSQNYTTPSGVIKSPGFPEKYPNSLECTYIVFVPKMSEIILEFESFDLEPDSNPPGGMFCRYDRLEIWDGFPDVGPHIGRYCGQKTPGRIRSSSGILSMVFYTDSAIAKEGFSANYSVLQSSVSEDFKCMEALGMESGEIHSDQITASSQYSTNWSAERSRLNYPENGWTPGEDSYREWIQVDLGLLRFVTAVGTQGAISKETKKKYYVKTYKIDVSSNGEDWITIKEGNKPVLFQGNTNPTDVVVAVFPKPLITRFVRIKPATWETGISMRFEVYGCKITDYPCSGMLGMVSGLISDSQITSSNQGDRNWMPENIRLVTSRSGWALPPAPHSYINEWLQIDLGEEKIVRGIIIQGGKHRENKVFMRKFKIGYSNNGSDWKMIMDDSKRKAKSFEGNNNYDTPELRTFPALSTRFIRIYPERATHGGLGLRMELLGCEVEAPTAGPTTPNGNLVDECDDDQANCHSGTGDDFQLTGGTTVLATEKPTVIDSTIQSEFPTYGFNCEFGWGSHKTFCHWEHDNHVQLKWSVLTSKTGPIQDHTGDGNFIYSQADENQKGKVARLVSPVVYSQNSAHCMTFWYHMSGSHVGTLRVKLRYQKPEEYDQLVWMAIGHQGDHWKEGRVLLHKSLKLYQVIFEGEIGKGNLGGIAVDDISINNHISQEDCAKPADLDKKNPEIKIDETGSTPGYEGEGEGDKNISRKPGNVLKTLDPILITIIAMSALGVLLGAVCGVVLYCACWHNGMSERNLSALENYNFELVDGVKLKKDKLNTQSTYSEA
# Rin1-Abl PPI inh: inhibitors of human Rin1-Abl protein interaction. TR-FRET Rin1/Abl binding, biochemical. inhibition, % at 7.35 µM. 0.4% of 360,000 active. AID 588664; in the data active means inhibition above about 5%, passing the limit was not always enough
# Neddylation inh: blocks human cullin neddylation | P61081+Q13564 | TR-FRET cullin neddylation, biochemical | calls only at 25 µM | 0.58% of 360,000 active; in the data active means inhibition above about 36%
# SKN-1 block: blocks SKN-1 activity in C. elegans; 0.49% of 360,000 active; inhibition, % at 21.8 µM; C. elegans VP596 Pgst-4::GFP/RFP ratio, acrylamide-induced, 24 h; AID 624304;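 active means interference check ratio from 0.5 to 1.5 plus GFP to RFP signal ratio inhibition reaching or exceeding a fixed threshold, cut at about 30% in these data, passing the limit was not always enough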; further: some compounds called inactive have numbers as strong as hits
# E coli Lon inh: inhibits E. coli Lon protease; 0.42% of 360,000 active; P0A9M0; AID 602123; purified E. coli Lon protease, fluorescence polarization; inhibition, % at 7.94 µM; in the data active means inhibition above about 13%, passing the limit was not always enough;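 further: 0% = enzyme with probe and DMSO and 100% = no enzyme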
# MsrA inh: inhibitors of bovine MsrA. purified bovine MsrA, absorbance read-out. inhibition, % at 15.5 µM. 0.75% of 360,000 active. AID 651718; in the data active means inhibition above about 4.5%;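 further: 0% = vehicle wells with enzyme and 100% = reference inhibitor wells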
# MT1-MMP act inh: inhibitors of human MT1-MMP activation; HT1080 RFP-PRO-GFP cells, GFP/RFP ratio fluorescence, overnight; percent of plate control window, DMSO zero; 0.061% of 360,000 active; AID 651647; P50281; GFP/RFP ratio change, % at 20 µM;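 active means GFP/RFP ratio change of at least 30% with cell ATP level not reduced by more than half and red fluorescence within 50% of control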; further: strong numbers were not always called active
#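 Material: RFP-PRO-GFP reporter HT1080 cells. Dosing: single-point 20 µM compound, 1% DMSO. Controls: DMSO and RFP-L50D-GFP cell wells. Timing: cells overnight before dosing, compound overnight, 37 °C, 5% CO2. Measure: GFP/RFP fluorescence ratio.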
# bovine MsrA act: activates bovine MsrA enzyme; AID 602163; activation, % at 10.6 µM; 0.3% of 360,000 active; purified bovine MsrA, absorbance read-out; in the data active means activation above about 7.5%;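 further: 0% = vehicle and 100% = reference activator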
# FAS-TE inh: inhibitors of human fatty acid synthase thioesterase domain; recombinant FAS-TE, OMFH fluorogenic substrate, fluorescence endpoint; inhibition, % at 15 µM; 0.67% of 360,000 active; AID 602261;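 active means compounds whose normalised, plate-corrected inhibition of enzyme fluorescence in the single-dose primary screen is 50% or more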;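 further: 0% = DMSO with enzyme and 100% = substrate without enzyme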
# * marks the source's active call; other numbers are inactive results; i = inactive; · = no result given.
no. | Compound | CendR NRP1 mod | Rin1-Abl PPI inh | Neddylation inh | SKN-1 block | E coli Lon inh | MsrA inh | MT1-MMP act inh | bovine MsrA act | FAS-TE inh
1 | CC(=O)c1ccc(OCc2cc(C(=O)N(C)CCN3CCOCC3)no2)cc1 | 1 | 0 | i | 13 | -1 | -0.2 | -1 | 0 | -5
2 | Cc1ccc(N2CC(C(=O)NCCS(=O)(=O)N3CCN(c4ccccc4)CC3)CC2=O)cc1C (centres undefined) | -1 | 0 | i | 8 | -3 | -0.4 | 6 | 3 | -7
3 | Cc1ccc([C@H]2C[C@H](n3cc(C4CC4)nn3)[C@@H](O)CN2C(=O)C2CCCCC2)cc1 | 15 | 2 | i | -6 | -10 | -1.4 | -3 | -2 | -3
4 | COc1ccc(C(=O)NCCn2cc(SCC(=O)NCC3CCCO3)c3ccccc32)cc1OC (centres undefined) | 10 | 3 | i | -10 | 6 | 0.1 | 0 | -7 | -8
5 | CC(C)NCC(=O)C12CC3CC(CC(C3)C1)C2 | 4 | -2 | i | 6 | -2 | 0.1 | 2 | -3 | -6
6 | CCOC(=O)Cn1c(=O)oc2cc(S(=O)(=O)N3CCN(C(=O)OCC)CC3)ccc21 | 1 | 0 | i | -5 | 0 | 0.6 | 3 | -9 | -4
7 | CCn1c(=O)c2cc(C(=O)NCc3cccs3)sc2c2ccccc21 | -3 | 1 | i | 2 | -8 | -0.5 | -1 | -11 | -1
8 | Cc1onc(-c2c(F)cccc2Cl)c1C(=O)NCCO | 8 | 1 | i | -8 | -4 | -0.6 | 0 | 0 | -9
9 | Cc1ccc(C2=NN(CC(=O)O)C(=O)CC2)cc1 | -12 | 3 | i | 2 | 1 | 0.7 | 4 | -2 | -2
10 | CC(C)c1ccc(N(C(=O)CNC(=O)c2ccco2)C(C(=O)NC2CCCC2)c2ccncc2)cc1 (centres undefined) | 4 | -1 | i | -8 | -7 | 0.4 | -2 | -4 | 4
11 | C=CCNc1oc(-c2cccc3ccccc23)nc1C#N | -2 | -3 | · | 18 | -6 | -0.7 | 4 | -4 | 28
12 | COC(=O)C1=CN(c2ccc(OC)cc2)C(N)=C(C#N)C1c1cccc2ccccc12 (centres undefined) | 6 | · | i | -4 | · | -0.5 | -4 | · | ·
13 | CCCCSc1nc(O)cc(=O)n1CC | 12 | -1 | i | 3 | 2 | -0.9 | -8 | 1 | -1
14 | CCN(CC)S(=O)(=O)c1ccc2c(c1)N(CC(=O)NCCc1ccc(S(N)(=O)=O)cc1)C(=O)CO2 | -4 | -4 | i | 5 | 0 | 0.4 | -1 | 3 | -2
15 | Cc1cc(N2CCN(C(C(=O)NC3CCCC3)C(C)(C)C)CC2)c2ccccc2n1 (centres undefined) | 1 | · | i | -7 | · | 3.3 | 0 | · | ·

# Two of the compounds above, with one line to a screen:
9) Cc1ccc(C2=NN(CC(=O)O)C(=O)CC2)cc1
10) CC(C)c1ccc(N(C(=O)CNC(=O)c2ccco2)C(C(=O)NC2CCCC2)c2ccncc2)cc1 (centres undefined)

Screen / compound no.	9	10
CendR NRP1 mod	-12	4
Rin1-Abl PPI inh	3	-1
Neddylation inh	i	i
SKN-1 block	2	-8
E coli Lon inh	1	-7
MsrA inh	0.7	0.4
MT1-MMP act inh	4	-2
bovine MsrA act	-2	-4
FAS-TE inh	-2	4

# Going on with the list:
no. | Compound | CendR NRP1 mod | Rin1-Abl PPI inh | Neddylation inh | SKN-1 block | E coli Lon inh | MsrA inh | MT1-MMP act inh | bovine MsrA act | FAS-TE inh
16 | CCN(C[C@H]1N[C@@](Cc2ccccc2)(C(=O)OC)[C@H]2C(=O)N(Cc3ccccc3)C(=O)[C@@H]12)S(=O)(=O)c1ccccc1 | 10 | -4 | i | -8 | -4 | -0.6 | -4 | 0 | 27
17 | C[C@H](CO)N1C[C@H](C)[C@@H](CN(C)C(=O)Nc2ccc3c(c2)OCO3)Oc2ccc(NC(=O)CCN3CCOCC3)cc2C1=O | 8 | 2 | i | 9 | 9 | 0.3 | 2 | -2 | -10
18 | COc1ccccc1C1=Nc2cccc3cccc(c23)N1 | 14 | 7 | i | 3 | -2 | 0.9 | 17 | -11 | 10
19 | N#CCCC(CCC#N)(CCC#N)c1cc[n+](CCc2ccccn2)cc1 | 14 | -1 | i | -6 | 12 | -0.9 | 0 | -3 | -9
20 | CCOC(=O)C1CCN(S(=O)(=O)c2cn(C)cn2)CC1 | -2 | -4 | i | 11 | -8 | 0.4 | 5 | -3 | -5
21 | O=C(CN1CCN(S(=O)(=O)c2ccccc2)CC1)NCc1ccccc1 | 1 | 2 | i | -2 | -6 | -0.6 | -1 | -3 | 2
22 | O=C1CCCCCCCCCC/C(=N\O)CCCO1 | -1 | 1 | i | -35 | 0 | -0.2 | 0 | -3 | 5
23 | O=[N+]([O-])c1cc(F)c(N2CCOCC2)cc1N1CCCCC1 | -5 | -4 | i | 5 | -4 | 1.6 | 4 | -3 | 6
24 | Cc1ccc(C)c(S(=O)(=O)N2CCC3(CC2)OCCN3S(=O)(=O)c2cccs2)c1 | -7 | 8 | i | -1 | 16 | -0.2 | 1 | -1 | 22
25 | CC(=O)NC(CC(=O)Nc1nc(C)cs1)c1ccccc1 (centres undefined) | 10 | -2 | i | -2 | 1 | 0.4 | 2 | 1 | -6
26 | CN1CC(=O)Nc2ccc(Br)cc2C1=O | 5 | -2 | i | 8 | 6 | 0.0 | 2 | -2 | -2
27 | CC(=O)Nc1ccc(OCC(O)CN2CCCCC2C)cc1 (centres undefined) | 1 | -3 | i | -18 | -6 | 0.7 | 2 | -3 | -8
28 | COc1ccc(-c2csc(NC(=O)CSCc3c(C)noc3C)n2)cc1OC | -8 | 1 | i | -14 | -8 | -0.4 | -6 | -9 | 5
29 | COc1ccc(S(=O)(=O)N(C)c2ccc(C(=O)N3CCCC3)cc2)cc1OC | 2 | 3 | i | -1 | 0 | -0.1 | -1 | -2 | -2
30 | CCOc1ccc(NC2c3ccccc3C(=O)N2c2ccc(Cl)cn2)cc1 (centres undefined) | -9 | -1 | i | -12 | -6 | -0.6 | 5 | -2 | 10

# The results go on.
no. | Compound | CendR NRP1 mod | Rin1-Abl PPI inh | Neddylation inh | SKN-1 block | E coli Lon inh | MsrA inh | MT1-MMP act inh | bovine MsrA act | FAS-TE inh
31 | CCOC(=O)N1CCN(C(=O)CN(c2ccc(OCc3ccccc3)cc2)S(C)(=O)=O)CC1 | -3 | 5 | i | 7 | 5 | 0.6 | -2 | -7 | 1
32 | S=c1[nH]nc(COc2ccccc2)n1/N=C/c1ccc(Cl)cc1 | 8 | 1 | i | -9 | -7 | -0.7 | 4 | 2 | 9
33 | Cc1ccc(C)c(NC(=O)CSc2n[nH]c(-c3ccncc3)n2)c1 | 6 | 2 | i | -6 | -6 | -0.4 | -1 | -4 | -8
34 | O=C(CCN1C(=O)/C(=C/c2ccc(F)cc2)SC1=S)NC1C=CS(=O)(=O)C1 (centres undefined) | -6 | -1 | i | -9 | -1 | 0.2 | -4 | -2 | -1
35 | O=C(NCCO)OC1CC2CC1[C@H]1CCCCN1C2=O (some centres undefined) | 7 | · | i | -3 | -2 | -0.5 | 4 | -3 | -13
36 | CC1CC(C)CN(C(=O)COc2ccc([N+](=O)[O-])cc2Cl)C1 (centres undefined) | 1 | 1 | i | 10 | 9 | 0.2 | -3 | 0 | 38
37 | COc1ccc(C(=O)Nc2ccc(S(=O)(=O)Nc3nccnc3OC)cc2)cc1 | -20 | -1 | i | 9 | 2 | -1.0 | 0 | -2 | -5
38 | CCOC(=O)c1cccnc1SCc1cc(=O)n2ccccc2n1 | -5 | -3 | i | 9 | 3 | 2.2 | -4 | -9 | -4
39 | CCC(=O)Nc1ccc(NC(=O)CSc2nnnn2C(C)C)cc1 | -5 | 0 | i | -9 | -1 | -0.3 | -4 | -9 | -6
40 | COC(=O)C1=C(C)NC2=C(C(=O)CCC2)C1c1cn(Cc2ccc(Cl)cc2Cl)nc1-c1ccccc1 (centres undefined) | 8 | -2 | · | 19 | -1 | 4.4 | -1 | -2 | 18
41 | COc1ccc(CNC(=O)[C@]2(C)CCC[C@@]3(C)C4CC[C@@]5(C)C[C@]4(CCC32)CC5=O)cc1 (some centres undefined) | 17 | 2 | i | -2 | 15 | -0.9 | -1 | -6 | 37
42 | CCOc1ccccc1Oc1c(C)oc2cc(OC(=O)c3ccco3)ccc2c1=O | -13 | 2 | · | 10 | 1 | -1.6 | 0 | -1 | 10
43 | CCN(CC)C(=O)C1=C(C)N(CCCN2CCCC2=O)C(=O)C(CC(=O)NC2CC2)C1 (centres undefined) | -4 | 1 | i | -13 | 0 | 0.1 | -4 | -3 | -3
44 | Cc1cc(C(=O)NCc2ccccc2Cl)n(-c2ccccc2)n1 | 5 | 4 | i | -15 | 4 | 2.1 | -2 | -13 | -6
45 | O=c1[nH]cc(S(=O)(=O)Nc2ccc3c(c2)OCO3)c(=O)[nH]1 | -11 | 4 | i | 6 | 10 | -0.4 | 9 | 1 | -3

# Further compounds.
no. | Compound | CendR NRP1 mod | Rin1-Abl PPI inh | Neddylation inh | SKN-1 block | E coli Lon inh | MsrA inh | MT1-MMP act inh | bovine MsrA act | FAS-TE inh
46 | O=C(Nc1ccc2c(c1)OCCO2)C(c1ccnc2ccccc12)N1CCN(C/C=C/c2ccccc2)CC1 (centres undefined) | 10 | 1 | i | 18 | 8 | 0.8 | 4 | -2 | 5
47 | CCCn1c(SCC(=O)Nc2nc(C)c(C(=O)OC)s2)nnc1C(C)C | 7 | -5 | i | 12 | 2 | 2.7 | -5 | 0 | 1
48 | O=C(Nc1ncccc1O)c1ccc2c(c1)OCCO2 | 0 | -3 | i | -11 | -16 | 0.9 | 8 | 0 | -5
49 | Cc1n[nH]c(C)c1S(=O)(=O)N1CCC(C(=O)O)CC1 | -1 | 2 | i | 5 | -8 | 1.2 | 11 | -1 | -3
50 | COC(=O)C1=C(C)NC(C)=C(C(=O)OCC2CCCO2)C1c1ccc(Cl)c([N+](=O)[O-])c1 (centres undefined) | -14 | -1 | i | 12 | -9 | -0.5 | -6 | -3 | 36

# Record cards, as listed above. Values in the order: CendR NRP1 mod, Rin1-Abl PPI inh, Neddylation inh, SKN-1 block, E coli Lon inh, MsrA inh, MT1-MMP act inh, bovine MsrA act, FAS-TE inh
# COC(=O)C1=C(C)NC(C)=C(C(=O)OCC2CCCO2)C1c1ccc(Cl)c([N+](=O)[O-])c1 (centres undefined) reads -14, -1, i, 12, -9, -0.5, -6, -3, 36
# CCCn1c(SCC(=O)Nc2nc(C)c(C(=O)OC)s2)nnc1C(C)C reads 7, -5, i, 12, 2, 2.7, -5, 0, 1
# Cc1n[nH]c(C)c1S(=O)(=O)N1CCC(C(=O)O)CC1 reads -1, 2, i, 5, -8, 1.2, 11, -1, -3
# O=C(Nc1ncccc1O)c1ccc2c(c1)OCCO2 reads 0, -3, i, -11, -16, 0.9, 8, 0, -5

# Single values from the results shown.
# MsrA inh with no. 46 → 0.8
# MT1-MMP act inh with no. 49 → 11
# CendR NRP1 mod with no. 48 → 0

# Five records drawn at random from the list so far:
no. | Compound | CendR NRP1 mod | Rin1-Abl PPI inh | Neddylation inh | SKN-1 block | E coli Lon inh | MsrA inh | MT1-MMP act inh | bovine MsrA act | FAS-TE inh
46 | O=C(Nc1ccc2c(c1)OCCO2)C(c1ccnc2ccccc12)N1CCN(C/C=C/c2ccccc2)CC1 (centres undefined) | 10 | 1 | i | 18 | 8 | 0.8 | 4 | -2 | 5
49 | Cc1n[nH]c(C)c1S(=O)(=O)N1CCC(C(=O)O)CC1 | -1 | 2 | i | 5 | -8 | 1.2 | 11 | -1 | -3
48 | O=C(Nc1ncccc1O)c1ccc2c(c1)OCCO2 | 0 | -3 | i | -11 | -16 | 0.9 | 8 | 0 | -5
47 | CCCn1c(SCC(=O)Nc2nc(C)c(C(=O)OC)s2)nnc1C(C)C | 7 | -5 | i | 12 | 2 | 2.7 | -5 | 0 | 1
50 | COC(=O)C1=C(C)NC(C)=C(C(=O)OCC2CCCO2)C1c1ccc(Cl)c([N+](=O)[O-])c1 (centres undefined) | -14 | -1 | i | 12 | -9 | -0.5 | -6 | -3 | 36
